Compound activity deposited in PubChem by Southern Research Specialized Biocontainment Screening Center.
H37Rv inhibition: M. tuberculosis growth inhibition, HTS (AID 449762); M. tuberculosis H37Rv growth inhibition, 7H9 media; higher % means a stronger effect; inhibition, % at 25 µM; hits with a dose series show IC50 in µM; hit rate 0.59% among 330,000; in the data active = a potency from the dose series; inconclusive = inhibition above about 70% without an active follow-up result;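 note: bacterial growth assessed after seven days of incubation; strong numbers were not always called active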
tuberculosis growth: growth inhibition of non-replicating M. tuberculosis (AID 488890); Mycobacterium tuberculosis non-replicating, growth inhibition; higher % means a stronger effect; inhibition, % at 25 µM; hits with a dose series show IC50 in µM; hit rate 0.39% among 320,000; in the data active = a potency from the dose series; inconclusive = inhibition mostly from about 82% at the one dose, without a potency; inactive = the rest, 99 in 100 with inhibition below about 76%;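 note: plate controls were DMSO cells for no effect and high antibiotic wells for full effect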
inhibitors of VEEV: inhibitors of VEEV TC-83 cytopathic effect, confirmation, Vero cells (AID 588727) | Vero cells, VEEV TC-83 cytopathic effect inhibition; higher % means a stronger effect | inhibition, % at 20 µM; hits with a dose series show IC50 in µM | hit rate 0.13% among 350,000; in the data active = a potency from the dose series; inconclusive = inhibition mostly from about 14% at the one dose, without a potency; inactive = the rest, 99 in 100 with inhibition below about 12%; note: strong numbers were not always called active
influenza NS1A: NS1A inhibition, H1N1 influenza, cell based functional assay (AID 504329) | NS1A functional cell-based assay, percent inhibition; higher % means a stronger effect | one-dose inhibition, % at 12.5 µM; IC50 in µM for titrated hits | hit rate 0.3% among 340,000; in the data active = a potency from the dose series; inconclusive = inhibition above about 27% without an active follow-up result; note: strong numbers were not always called active
Salmonella PhoP GFP: PhoP regulon inhibitors, Salmonella typhi PhoP promoter GFP reporter, confirmatory (AID 1850); Salmonella Typhi PhoP-promoter GFP reporter, fluorescence, 4 h; higher % means a stronger effect; inhibition, % at 50 µM; hits with a dose series show IC50 in µM; hit rate 0.33% among 310,000; in the data active = a potency from the dose series; inconclusive = inhibition mostly from about 25% at the one dose, without a potency; inactive = the rest, 99 in 100 with inhibition below about 19%;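 note: 0% = induced wells with vehicle and 100% = uninduced wells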
inhibitors of VEEV 10K pilot screen: further read-out of inhibitors of VEEV, marked with its call; inhibition, %; measured here: 10K pilot screen inhibition
The depositor's hits bear a star; i = inactive; ? = inconclusive; / = not tested or not shown.

SMILES	H37Rv inhibition	tuberculosis growth	inhibitors of VEEV	influenza NS1A	Salmonella PhoP GFP	others
CCOc1ccc(NCc2nnc(SCC(=O)Nc3cc(C)on3)n2-c2ccccc2OC)cc1	?	17.4%	0.3%	10.9%	-0.8%
Cn1c(NN)nc2ccccc2c1=O	0.1%	-10.8%	i	1.2%	-6.9%
COc1ccc(C(=O)Nc2cc(C)nn2-c2ccc(F)cc2)cc1	0.0%	3.2%	0.4%	-4.8%	-2.9%
Cc1ccc(-c2c(C(=O)N3CCOCC3)oc(=O)c3ccccc23)cc1	-9.1%	1.8%	i	-6.5%	15.8%
CCOc1ccc(N(CC(=O)NN=C2CCN(C)CC2)S(=O)(=O)c2ccc(Br)cc2)cc1	-5.5%	27.5%	1.1%	-5.7%	-4.1%
CNC(=S)n1cnc(N)n1	-9.2%	5.9%	1.5%	-9.4%	-5.9%
CC(=O)N(c1ccccc1)c1nc(C)cc(C)c1C#N	-8.8%	-2.9%	0.3%	8.0%	4.7%
COc1ccc(/C=C/c2cc(O)cc(OC3OC(CO)C(O)C(O)C3O)c2)cc1 (stereo not drawn)	/	/	7.0%	1.8%	/
COC(=O)c1c(NC(=O)c2ccccc2F)sc(C(=O)N2CCOCC2)c1C	-3.9%	5.0%	9.8%	3.1%	10.5%
CCOc1ncccc1C(=O)OCCCC(=O)c1ccc(Br)cc1	36.1%	?	i	-12.4%	/
Cc1cc(CNC(=O)c2cccnc2Cl)c2ccccc2n1	1.9%	-4.5%	1.6%	-2.5%	-7.1%
CC[C@H]1C/C=C\Cc2ccccc2[C@H](C(=O)C[C@@H](O)CC(C)=O)OC1=O	4.9%	-6.1%	1.3%	-21.6%	/
CCn1c(/C=C/c2ccccc2)nc2ccccc2c1=O	1.0%	62.8%	i	-6.6%	1.6%
Cc1ccc(-c2nc(CN3CCN(c4cnccn4)CC3)c(C)o2)o1	-0.8%	-1.6%	0.6%	-2.8%	8.8%
CCN(CC)CCn1c(SCC(=O)NCc2ccccc2)nc2c(sc3ccccc32)c1=O	6.0%	21.7%	4.3%	-8.8%	8.3%

Next part, starting with the last 2 of the part before.
SMILES	H37Rv inhibition	tuberculosis growth	inhibitors of VEEV	influenza NS1A	Salmonella PhoP GFP	others
Cc1ccc(-c2nc(CN3CCN(c4cnccn4)CC3)c(C)o2)o1	-0.8%	-1.6%	0.6%	-2.8%	8.8%
CCN(CC)CCn1c(SCC(=O)NCc2ccccc2)nc2c(sc3ccccc32)c1=O	6.0%	21.7%	4.3%	-8.8%	8.3%
CC(C)n1c(-c2ccncc2)n[nH]c1=S	1.7%	1.4%	i	3.0%	3.6%
CCOC(=O)C1=C(C)N=C2SCCC(=O)N2C1c1ccc(OC)cc1 (stereo not drawn)	-5.1%	-14.6%	/	/	-4.2%
COc1ccc(NC(=O)CN(C)C(=O)CN2C(=O)NC3(CCCCC3)C2=O)cc1	-3.4%	-1.2%	1.2%	-7.8%	/
O=C(Cn1ccc(NC(=O)OCc2ccccc2)nc1=O)NCc1ccc2c(c1)OCO2	-10.3%	-14.1%	8.1%	-3.1%	/
CCNC(=S)Nc1cccc([N+](=O)[O-])c1	6.5%	?	/	/	8.7%
CCOc1ccccc1-n1nnnc1SCC(=O)N1CCCC1=O	0.9%	5.0%	1.1%	-0.6%	/
COc1ccc(Nc2nc(N)nc(CSC(=S)N3CCC(C)CC3)n2)cc1	4.2%	?	2.2%	-3.8%	-7.3%
CCN(CC)CCCNc1cc(C)nc2cc(-c3cccs3)nn12	4.3%	2.1%	8.0%	9.5%	17.5%
Cc1ccc(C(=O)COC(=O)c2cccs2)cc1	?	i	4.2%	-6.0%	1.4%
Cc1ccc(C(=O)OCC(=O)N2C(C)CCCC2C)cc1S(=O)(=O)N1CCCCC1 (stereo not drawn)	0.1%	-3.5%	3.2%	-4.7%	7.8%
Cc1cc(C)n(C(=O)CNC(=O)CCc2ccccc2)n1	-9.1%	5.0%	3.0%	-5.0%	-4.5%
Cc1ccccc1NS(=O)(=O)c1ccc2c(c1)NC(=O)CO2	-8.1%	-3.8%	0.7%	-0.7%	3.8%
O=C(COc1ccccc1)N1CCN(CC2CC=CCC2)CC1 (stereo not drawn)	-2.5%	41.1%	0.4%	2.3%	10.1%
COc1ccc(CCN2CC(C(=O)NCCc3cccnc3)CCC2=O)cc1 (stereo not drawn)	1.9%	-10.4%	0.2%	-6.2%	-5.1%
CCSc1nc2c(c(-c3ccc(C)o3)c1C#N)CCCC2	7.6%	30.7%	i	-0.9%	-9.3%

Structural class, the entries above containing a thiophene ring, fused or not
SMILES	H37Rv inhibition	tuberculosis growth	inhibitors of VEEV	influenza NS1A	Salmonella PhoP GFP	others
COC(=O)c1c(NC(=O)c2ccccc2F)sc(C(=O)N2CCOCC2)c1C	-3.9%	5.0%	9.8%	3.1%	10.5%
CCN(CC)CCn1c(SCC(=O)NCc2ccccc2)nc2c(sc3ccccc32)c1=O	6.0%	21.7%	4.3%	-8.8%	8.3%
CCN(CC)CCCNc1cc(C)nc2cc(-c3cccs3)nn12	4.3%	2.1%	8.0%	9.5%	17.5%
Cc1ccc(C(=O)COC(=O)c2cccs2)cc1	?	i	4.2%	-6.0%	1.4%

(next part)
SMILES	H37Rv inhibition	tuberculosis growth	inhibitors of VEEV	influenza NS1A	Salmonella PhoP GFP	others
CC(Oc1ccccc1)C(=O)Nc1ccc(F)c(S(=O)(=O)N2CCOCC2)c1 (stereo not drawn)	/	/	7.5%	-12.3%	/
Clc1ccc(OCc2cc(-c3ccccc3)no2)cc1Cl	10.0%	41.6%	0.5%	-1.9%	-0.8%
CN1CCC(N(C)C(=O)CCc2nc3ccccc3n2-c2ccccc2)CC1	2.3%	16.6%	i	6.9%	0.0%
CCN(CC(=O)Nc1ccc(NC(C)=O)cc1)C(=O)c1ccccc1SCc1c(C)noc1C	-1.8%	5.1%	3.8%	-2.0%	-4.7%
COc1cc(C(O)CNC(C)C)cc(F)c1OC (stereo not drawn)	3.4%	-5.8%	0.1%	-3.7%	2.6%	inhibitors of VEEV 10K pilot screen=0.0
CC1CCN(CCCn2c(=S)[nH]c3ccccc3c2=O)CC1	-3.1%	5.5%	0.2%	22.6%	5.1%
CCOC(=O)C1CCN(C(=O)COc2ccc(Cl)cc2C)CC1	-3.6%	40.6%	4.4%	-7.0%	12.4%
Cc1ccnc2nc(C(=O)NC3CCCc4ccccc43)nn12 (stereo not drawn)	4.1%	15.8%	7.0%	-14.0%	1.2%
Cc1cc(C)n2nc(SCC(=O)Nc3ccc(F)c(F)c3F)nc2n1	1.3%	-8.7%	i	-15.9%	/
O=C(NCCC(=O)N1CCN(C(=O)c2ccco2)CC1)c1ccccc1Cl	6.2%	1.9%	i	2.0%	/
O=S(=O)(c1ccccc1)c1ncc(C(F)(F)F)cc1O	15.7%	22.4%	0.7%	-2.8%	-9.6%
CC(C)=CCN1CCN(Cc2cnc(N3CCOCC3)s2)CC1CCO (stereo not drawn)	5.9%	1.1%	0.9%	2.7%	-1.7%
COC(=O)c1ccc(N(CC(=O)NC2CCCCC2)C(=O)CNC(=O)c2ccco2)cc1	-1.4%	-3.3%	1.0%	0.4%	-13.6%
CC1CCCC(C)N1C(=O)COC(=O)CCc1nc2ccccc2c(=O)[nH]1 (stereo not drawn)	-4.7%	-7.9%	0.6%	-13.1%	-5.2%
COC(=O)C1=CN(C2CC2)C=C(C(=O)OC)C1c1ccc(C(=O)OC)cc1	8.7%	9.2%	1.1%	-4.2%	-6.1%
COc1ccc(NC(=O)c2cccc(S(=O)(=O)Nc3ccc(Br)cc3)c2)cn1	41.9%	27.1%	0.6%	-3.8%	-7.1%
O=C1CC(SCCO)C(=O)N1c1ccc(Oc2ccccc2)cc1 (stereo not drawn)	-8.8%	14.9%	0.3%	2.3%	6.4%
CN(C)C(=O)CNC(=O)CN1C(=O)NC2(CCCc3sccc32)C1=O (stereo not drawn)	-3.3%	-15.2%	0.4%	-8.9%	-2.9%
CC(=O)C1=C(C)NC(SCc2cccc([N+](=O)[O-])c2)=C(C#N)C1c1ccco1 (stereo not drawn)	-9.9%	36.7%	5.2%	-1.5%	5.7%
O=[N+]([O-])c1ccc(NC(=S)NCC(c2cccnc2)N2CCOCC2)cc1 (stereo not drawn)	5.1%	-1.3%	i	0.9%	-8.5%
COc1ccc(-c2nc3ccccc3c(=O)n2NC(=O)c2cccnc2Cl)cc1OC	-3.8%	-60.0%	i	2.3%	4.2%
O=C(O)C1(c2ccccc2)CCN(S(=O)(=O)c2ccc(F)c(F)c2)CC1	2.8%	0.8%	0.6%	-1.5%	1.2%
COc1ncccc1-c1nnn(-c2ccc(Cl)c(Cl)c2)n1	7.1%	4.4%	0.5%	-2.6%	6.7%
Cc1cccc(N2C(=O)C3CC3C2=O)c1 (stereo not drawn)	6.3%	4.7%	0.4%	-10.2%	-0.6%
CCNS(=O)(=O)c1ccc(NC(=O)Nc2ccc3c(c2)OCO3)cc1	-6.5%	0.7%	5.7%	-4.7%	-4.0%
COc1cccc(C2=NOC(C(=O)NC3CCCCC3)C2)c1 (stereo not drawn)	/	/	2.7%	-3.6%	4.2%
Cn1c(=O)c2c(ncn2CC(=O)OCC(=O)Nc2cccc(Cl)c2)n(C)c1=O	8.8%	34.5%	0.4%	-0.7%	4.2%
CC1CCCCC1NC(=O)NC(=O)COC(=O)c1cncc(Br)c1 (stereo not drawn)	9.9%	14.0%	2.7%	-4.0%	/
Cc1occc1-c1nnc(SCC(=O)N(C)CCC#N)n1N	5.0%	-8.7%	1.2%	-7.0%	-0.1%
Cc1cccc(NC(=O)CN2CCc3cc4c(cc3C2)OCCCO4)c1	-1.3%	11.8%	1.0%	15.5%	-3.6%
CC(=O)NCCOc1nc(N(C)C)nc(N(C)C)n1	2.5%	9.2%	4.1%	15.6%	-13.6%
CN(/N=C/c1ccc(C(C)(C)C)cc1)C1=NCCN1	-8.4%	11.4%	0.9%	6.9%	7.1%
O=[N+]([O-])c1ccc(-c2cccnc2)cc1	/	/	2.1%	-0.3%	/
CN(C)C(CNC(=O)c1ccc(NS(=O)(=O)c2ccc(F)c(F)c2)cc1)c1ccccc1 (stereo not drawn)	-2.4%	-1.3%	2.8%	-7.2%	-2.4%
NC(N)=NC(N)=Nc1ccc(O)cc1	-0.1%	1.1%	0.5%	-0.6%	-19.2%
CCOc1cc(CNn2nnnc2N)cc(Cl)c1OCC(=O)NC(C)(C)C	-3.5%	7.3%	i	8.7%	7.0%
N#Cc1cc(Cl)c(N2CCOCC2)cc1C#N	3.1%	-3.7%	0.5%	-1.0%	4.2%
CN(C)c1ccc(NC(=O)CC(NCc2ccccn2)C(=O)O)cc1 (stereo not drawn)	2.7%	4.7%	0.9%	1.51µM*	11.2%
Cc1c(F)cccc1NS(=O)(=O)c1ccc2c(c1)NC(=O)CO2	-3.0%	-8.2%	1.2%	-4.7%	0.8%
CCC1(c2ccccc2)NC(=O)N(Cc2cccc([N+](=O)[O-])c2)C1=O (stereo not drawn)	-5.3%	13.5%	0.3%	-3.9%	5.5%
CSc1nc(Oc2cccc(C(F)(F)F)c2)cc(C(F)(F)F)n1	-1.7%	-7.1%	i	-9.5%	-5.9%
CCOC(=O)C1=C(C)N=C2c3ccccc3C(=O)C2C1c1ccccc1 (stereo not drawn)	3.7%	-7.5%	1.7%	-3.1%	2.4%
O=C(COC(=O)Cn1[nH]c(=O)c2ccccc2c1=O)NNC(=O)c1ccc(Br)cc1	7.9%	17.6%	0.2%	-5.7%	/
Cc1ccccc1C1CC(c2cccs2)=NN1S(C)(=O)=O (stereo not drawn)	-1.5%	-11.9%	i	-6.0%	2.7%
CCCC(C(=O)Nc1ccc2c(C)cc(=O)oc2c1)c1ccccc1 (stereo not drawn)	-4.5%	-2.9%	3.9%	-51.0%	-7.3%

By substructure: the entries above with a tert-butyl group.
SMILES	H37Rv inhibition	tuberculosis growth	inhibitors of VEEV	influenza NS1A	Salmonella PhoP GFP	others
CN(/N=C/c1ccc(C(C)(C)C)cc1)C1=NCCN1	-8.4%	11.4%	0.9%	6.9%	7.1%
CCOc1cc(CNn2nnnc2N)cc(Cl)c1OCC(=O)NC(C)(C)C	-3.5%	7.3%	i	8.7%	7.0%

Further results
SMILES	H37Rv inhibition	tuberculosis growth	inhibitors of VEEV	influenza NS1A	Salmonella PhoP GFP	others
Cc1cc(C)cc(NC(=O)COc2coc(CN3CCc4ccccc4C3)cc2=O)c1	6.1%	4.8%	1.2%	-4.5%	-2.6%
CC1CC(=O)NN=C1c1ccc(N(C)C)c([N+](=O)[O-])c1 (stereo not drawn)	-6.9%	-10.8%	3.5%	7.7%	-1.1%
Cc1cc(N2C(=O)CC(Cc3ccccc3)C2=O)no1 (stereo not drawn)	3.1%	-0.2%	1.8%	4.7%	2.7%
NC(=N\N=Cc1ccco1)/C(N)=N/N=Cc1ccco1	/	/	1.6%	-11.2%	/
